p97 inhibitor: human p97 ATPase inhibition; P55072; recombinant p97 ATPase, Kinase-Glo ATP luminescence, 3 h; inhibition, % at 8 µM; 220,000 tested, 0.42% active; AID 1481; in the data active = inhibition above about 15%;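 note: 0% = DMSO vehicle and 100% = wells lacking enzyme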
NPY Y1 blocker: NPY-Y1 (human) receptor antagonism; P25929; HEK293-CNG Y1 cells, membrane potential fluorescence; NPY at EC95, then isoproterenol; inhibition, % at 3.6 µM; 200,000 tested, 1% active; AID 1040;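 active = inhibition above the campaign mean inhibition of all tested compounds plus 3 SD, cut at about 20% in these data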;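 note: 0% = DMSO wells given NPY plus isoproterenol and 100% = isoproterenol alone without NPY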
Target sequence (P25929 whole entry, looked up): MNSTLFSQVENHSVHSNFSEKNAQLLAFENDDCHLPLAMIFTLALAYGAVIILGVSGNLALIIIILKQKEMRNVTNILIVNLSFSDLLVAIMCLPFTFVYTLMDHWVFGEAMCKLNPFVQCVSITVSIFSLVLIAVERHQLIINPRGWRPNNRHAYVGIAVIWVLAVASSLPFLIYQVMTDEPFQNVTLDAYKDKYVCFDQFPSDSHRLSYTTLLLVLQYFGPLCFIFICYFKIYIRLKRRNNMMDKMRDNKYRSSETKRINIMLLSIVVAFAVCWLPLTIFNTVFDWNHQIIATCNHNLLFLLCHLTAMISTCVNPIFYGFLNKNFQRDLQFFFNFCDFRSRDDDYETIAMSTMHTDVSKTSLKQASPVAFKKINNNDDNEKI
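Benchmarks – high control isoproterenol alone, low control NPY with isoproterenol · Material – HEK293 Y1/CNG channel cell line · Times – dye 3 h, compound 60 min room temperature, stimulation 45 min · Probe or stimulus – NPY (25 nM), isoproterenol (1 µM), Ro 20-1724 (25 µM) · Evaluation – % inhibition of NPY effect · Signal – fluorescence, membrane potential probe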
Mdm2 ligase inh: inhibitors of human Mdm2 E3 ubiquitin ligase; cell-based MDM2 ubiquitination luciferase reporter, 2 h; 0 = plate control, 100 = twice control, blank-subtracted; signal enhancement, % at 5 µM; 210,000 tested, 0.11% active;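 active = signal enhancement of 30% or more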;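 note: luminescence tracks abundance of the self-degrading MDM2-luciferase fusion protein; higher signal means inhibition of MDM2 E3 ligase activity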
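Assay system: stable mammalian line carrying autodegrading MDM2–luciferase fusion reporter; amount: 2000 cells seeded into each well; buffer or medium: DMEM; benchmarks: plate control and blank wells; signal: luciferase luminescence; timing: 2 h compound exposure at 37 °C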
Runt-CBFb FRET: blocks binding of human RUNX1 Runt domain to CBFb; Cerulean-Runt/Venus-CBFb FRET ratio 530/480, 1 h; Q01196+Q13951; 220,000 tested, 0.46% active; inhibition, % at 20 µM;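 active = inhibition over about 50% at 20 µM in the single-dose screen, limit read from the data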;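 note: 0% = DMSO wells and 100% = excess unlabeled CBFb competitor control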
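Assay system: Cerulean-Runt domain / Medium: Tris 50 mM pH 7.5, KCl, K2SO4, 0.01% BSA / Timing: protein complex preformed 1 h, compound exposure 1 h, room temperature, dark / Measured by: FRET, excitation 422 nm, emission at 530 and 480 nm / Evaluation: loss of energy transfer signal / Control set: 5 µM unlabeled CBFb as full-inhibition high control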
RBBP9 inh: inhibitors of human serine hydrolase RBBP9. O75884. recombinant RBBP9, FP-Rh probe fluorescence polarization. inhibition, % at 7.94 µM. 220,000 tested, 0.2% active;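 active = inhibition above the campaign mean of all tested compounds plus 3 SD, cut at about 14% in these data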;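 note: plate controls were DMSO wells with RBBP9 for no effect and wells lacking RBBP9 protein for full effect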
Target sequence (O75884 whole entry, looked up): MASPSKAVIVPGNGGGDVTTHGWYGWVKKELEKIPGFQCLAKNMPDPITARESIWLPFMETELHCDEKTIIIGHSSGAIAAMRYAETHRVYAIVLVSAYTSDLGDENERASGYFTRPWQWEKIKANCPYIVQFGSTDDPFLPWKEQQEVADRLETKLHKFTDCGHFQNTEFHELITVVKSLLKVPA
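System: RBBP9 protein / Quantity: 2.5 µM RBBP9 dispensing solution, before mixing / Also added: Serine-hydrolase probe FP-Rh, 375 nM pre-mixing / Dosing: 7.94 µM single dose, 0.794% DMSO / Timing: enzyme-compound preincubation 30 min, then probe labeling 45 min, 25 °C / Signal: FP readout at 525/598 nm / Controls: DMSO-treated enzyme wells and wells lacking RBBP9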
Runt-SMMHC FRET: blocks binding of human RUNX1 Runt domain to CBFb-SMMHC | Q01196+Q13951 | Cerulean-Runt/Venus-CBFb-SMMHC FRET ratio 530/480, 1 h | inhibition, % at 20 µM | 220,000 tested, 0.74% active | AID 1434;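 active = mean inhibition across duplicate retests at 20 µM reaching about 50%, limit read from the data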;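 note: 0% = DMSO wells and 100% = wells with excess untagged CBFb-SMMHC; inhibitors lower the FRET ratio by blocking Runt binding to CBFb-SMMHC; some results filed as inactive read as strong as hits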
NPY1 pot ag: potentiators or agonists of human neuropeptide Y receptor Y1 | 220,000 tested, 0.37% active | activation, % at 3.6 µM | AID 1304 | NPY-Y1 expressing cells, potentiator/agonist activation; in the data active = activation above about 33%, passing the limit was not always enough;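 note: cells stimulated with NPY at EC10 then isoproterenol at EC100; 0% = low agonist plus stimulus and 100% = saturating agonist plus stimulus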
Hck-Nef inh: inhibitors of human Hck kinase activated by Nef; Recombinant Hck-YEEI plus Nef, Z-Lyte FRET kinase assay; inhibition, % at 20 µM; AID 463187; 220,000 tested, 0.68% active;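 active = Hck-Nef kinase inhibition above about 50%, limit read from the data; inactive = inhibition below that limit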;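 note: 0% = DMSO with Hck plus Nef and 100% = Hck alone without Nef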
NPY-Y2 PAM-ag: potentiators or agonists of human neuropeptide Y receptor Y2; 220,000 tested, 0.45% active; activation, % at 3.6 µM; AID 1359; cells expressing NPY-Y2, potentiator/agonist read-out; in the data active = activation above about 27%;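 note: cells stimulated with NPY near EC25 plus isoproterenol at EC100; 0% = vehicle plus submaximal agonist and 100% = vehicle plus saturating agonist; some results beyond the cut were filed as inactive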
Target sequence (P49146 whole entry, looked up): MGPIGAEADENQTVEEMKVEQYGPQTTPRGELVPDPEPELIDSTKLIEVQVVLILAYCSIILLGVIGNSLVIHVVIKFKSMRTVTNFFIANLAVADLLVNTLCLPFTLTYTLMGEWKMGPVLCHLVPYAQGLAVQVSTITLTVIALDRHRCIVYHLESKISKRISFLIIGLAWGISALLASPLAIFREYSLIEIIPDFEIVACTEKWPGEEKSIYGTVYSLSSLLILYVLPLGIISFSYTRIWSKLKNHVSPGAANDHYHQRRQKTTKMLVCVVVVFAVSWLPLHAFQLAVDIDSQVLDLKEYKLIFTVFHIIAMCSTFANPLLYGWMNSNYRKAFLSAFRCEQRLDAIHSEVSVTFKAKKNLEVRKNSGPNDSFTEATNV
* hit, by the source's call; . = no result given.

1) COc1c2ccoc2nc2c(OC)cccc12
2) Cc1onc(-c2ccccc2)c1C(=O)NCC1COc2ccccc2O1 (stereo unspecified)
3) CCCCC(=O)Nc1nnc(CCOC)s1
4) CCn1c(CNC(=O)Cc2ccc(OC)cc2)nnc1SCC(=O)Nc1nccs1
5) Cn1nnnc1SCCNCc1cccc2ccccc12
6) CCn1c2ccccc2c2cc(/C=N/n3c(-c4cc(C)[nH]n4)n[nH]c3=S)ccc21
7) COc1ccc(C)cc1S(=O)(=O)N(C)CC(=O)NC1CCCC1
8) NNC(=O)c1nn(-c2ccc(Cl)cc2)cc1O

assay / compound,1,2,3,4,5,6,7,8
p97 inhibitor,-0.7,-1.6,2.7,-2.2,6.8,2.3,4.2,4.0
NPY Y1 blocker,-2.3,11.2,0.3,-5.3,3.3,.,-2.2,.
Mdm2 ligase inh,-14.1,-9.9,-6.0,-6.1,-15.4,-0.8,-10.1,-11.6
Runt-CBFb FRET,3.1,0.3,1.6,0.1,-1.7,21.4,-0.8,0.4
RBBP9 inh,-6.3,-9.3,4.3,-6.5,-3.4,-11.3,-4.5,-6.4
Runt-SMMHC FRET,-1.1,1.0,-2.7,-1.9,-5.1,24.3,-15.6,1.7
NPY1 pot ag,-26.8,2.7,19.0,-14.5,-9.7,-15.9,1.9,28.4
Hck-Nef inh,1.4,2.9,27.1,-0.2,1.2,0.4,1.1,20.3
NPY-Y2 PAM-ag,-4.9,3.0,0.7,-6.8,4.8,-2.9,9.7,24.3

9) COc1ccc(-c2c(C)oc3cc(O)cc(O)c3c2=O)cc1OC
10) CCc1cccc(NC(=O)CN(c2ccc(OC)cc2)S(=O)(=O)c2c(C)n[nH]c2C)c1
11) O=C(/C=C/c1ccco1)Nc1cccc(S(=O)(=O)N2CCOCC2)c1
12) O=C(Cn1nc(-c2cccc(Cl)c2)ccc1=O)Nc1ccccc1Br
13) O=C(N/N=C/c1ccc(OCC(=O)N2CCCCC2)cc1)c1ccccc1O
14) COc1ccc(C(=O)Nc2ccccc2N2CCN(C(=O)C(C)C)CC2)cc1Cl
15) CC(C)=CC(=O)Nc1ccc(OCc2ccccc2)cc1
16) COC(C(=O)Nc1ccc(S(=O)(=O)Nc2cccc3ccccc23)cc1)c1ccccc1 (stereo unspecified)

assay / compound,9,10,11,12,13,14,15,16
p97 inhibitor,5.6,-5.5,3.0,8.2,-4.2,-8.6,0.2,7.7
NPY Y1 blocker,0.3,-7.9,-2.3,10.9,3.0,2.9,-5.5,0.4
Mdm2 ligase inh,-8.5,-14.9,-5.8,-10.1,-15.6,3.5,-8.2,-16.2
Runt-CBFb FRET,-0.1,-1.1,4.8,-0.7,-1.5,-2.0,-1.0,-0.2
RBBP9 inh,11.1,-9.1,-6.9,-0.2,-2.5,-4.0,-0.4,-9.1
Runt-SMMHC FRET,-4.0,-1.1,1.0,5.8,4.1,-4.8,5.2,0.9
NPY1 pot ag,21.2,11.1,-8.2,-8.0,3.4,-18.2,6.6,9.8
Hck-Nef inh,-7.1,-1.6,0.8,21.6,2.6,-11.2,-7.3,-1.1
NPY-Y2 PAM-ag,8.0,10.9,10.6,-14.0,9.3,-15.0,14.7,3.1

17) CC(OC(=O)c1ccco1)C(=O)NC1CCCCC1 (stereo unspecified)
18) O=C(c1ccc2c(c1)OCO2)N1CCCc2ccccc21
19) CC(=O)Oc1c(C)c(OC(C)=O)c2c(c1C(C)=O)OC1CC(=O)C(C(C)=O)=C(O)C21C (stereo unspecified)
20) COC(=O)c1c(C)[nH]c(C)c1-c1ccc(C)cc1
21) CCN1C(=O)C(NC(C)=O)c2cc(Br)ccc21 (stereo unspecified)
22) CCCCN1CN(S(=O)(=O)c2cccs2)c2nc3ccccc3nc21
23) O=C(CN1CCN(C/C=C/c2ccccc2)CC1)NCc1ccccc1
24) COc1ccc(N(C)S(=O)(=O)c2cccc(C(=O)NC3=NCCS3)c2)cc1

assay / compound,17,18,19,20,21,22,23,24
p97 inhibitor,5.6,2.6,1.1,-0.3,-1.0,1.9,-1.0,4.7
NPY Y1 blocker,7.0,-5.3,.,6.7,12.6,2.3,-0.5,3.7
Mdm2 ligase inh,-9.9,-12.8,.,-5.9,-7.8,-5.7,-4.1,6.7
Runt-CBFb FRET,1.2,0.3,-2.2,2.4,-1.7,1.4,0.5,0.1
RBBP9 inh,-2.4,-0.2,0.0,1.4,-4.3,0.0,-6.1,-1.1
Runt-SMMHC FRET,4.6,-6.8,-1.8,2.2,1.0,-3.1,0.3,-0.6
NPY1 pot ag,10.6,23.1,-5.9,12.2,-15.3,-17.0,-11.0,5.5
Hck-Nef inh,0.3,0.5,17.6,-1.6,-0.7,0.7,-10.0,-6.2
NPY-Y2 PAM-ag,14.4,18.6,-1.6,20.1,6.2,1.6,-7.7,3.7

An excerpt from above, reduced to NPY Y1 blocker, Hck-Nef inh and Runt-CBFb FRET:
entry | Structure | NPY Y1 blocker | Hck-Nef inh | Runt-CBFb FRET
7 | COc1ccc(C)cc1S(=O)(=O)N(C)CC(=O)NC1CCCC1 | -2.2 | 1.1 | -0.8
8 | NNC(=O)c1nn(-c2ccc(Cl)cc2)cc1O | . | 20.3 | 0.4

(listing goes on)
25) O=[N+]([O-])c1ccccc1N/N=C\c1ccccc1Cl
26) COc1ccc(S(=O)(=O)N2CCOCC2)cc1NC(=O)COc1cccnc1[N+](=O)[O-]
27) Cc1ccc(NC(=O)CCN2CCN(C/C=C/c3ccccc3)CC2)cc1C
28) CC1=NNC(=O)C1C(c1ccccc1)C1C(=O)NN=C1C (stereo unspecified)
29) Cc1ccc(N=Nc2c(N)[nH]n3c(=O)cc(-c4ccccc4)nc23)cc1
30) NC(=O)CCC(C(=O)O)N1C(=O)c2ccc(O)cc2C1=O (stereo unspecified)
31) CCOC(=O)c1c(NC(=O)CSc2nnc(CNc3ccc(OC)cc3)n2C)sc(C)c1C
32) Cc1cccn2c(=O)c(/C=C3\SC(=S)N(CC(C)C)C3=O)c(NCCCOC(C)C)nc12

assay / compound,25,26,27,28,29,30,31,32
p97 inhibitor,-9.4,2.3,0.3,2.4,-3.8,-2.7,-5.4,-0.5
NPY Y1 blocker,0.9,5.2,2.1,-1.4,6.7,.,-1.1,3.2
Mdm2 ligase inh,-33.6,0.0,-14.7,-5.5,-28.4,-8.5,-5.5,-0.5
Runt-CBFb FRET,-3.7,0.6,-1.3,0.2,-11.4,-29.6,-4.3,-20.7
RBBP9 inh,1.6,-7.3,-6.8,-3.1,-1.6,-8.1,-4.5,-4.9
Runt-SMMHC FRET,0.0,-0.3,-54.2,-7.5,-9.2,-37.4,-2.3,-57.2
NPY1 pot ag,-6.9,6.5,-15.6,5.4,9.7,-13.6,12.1,13.6
Hck-Nef inh,-1.8,23.4,-0.7,-2.0,1.1,6.0,0.4,-0.4
NPY-Y2 PAM-ag,-1.6,-9.3,-6.7,8.7,-3.5,-3.1,-13.8,3.3

33) CC1CCCCN1C(=O)c1cnn2c(C(F)(F)F)cc(-c3ccco3)nc12 (stereo unspecified)
34) O=C(O)CCc1ccc(-c2ccc(Br)cc2)n1NC(=O)c1ccc([N+](=O)[O-])cc1
35) Cc1ccc(C)c(NS(=O)(=O)c2cc(C(=O)NCc3ccccn3)ccc2Cl)c1
36) Cc1ccc(CNC(=O)NCc2ccccc2)cc1
37) CC(=O)Nc1cc(N2C(=O)CCC2=O)ccc1Cl
38) O=C(Nc1ccc(-c2nc3ccccc3[nH]2)cc1)C1CCCO1 (stereo unspecified)
39) Cc1cc(NC(=O)c2ccc(S(=O)(=O)N3CCOCC3)cc2)no1
40) Cc1ccc(C)c(NC(=O)c2nc(Cl)ccc2Cl)c1

assay / compound,33,34,35,36,37,38,39,40
p97 inhibitor,8.4,-1.0,3.0,2.3,1.2,-44.8,8.5,1.4
NPY Y1 blocker,0.8,.,-6.9,0.3,-1.8,-3.7,3.6,4.5
Mdm2 ligase inh,-9.0,1.6,-3.2,-10.3,2.4,-51.4,-8.8,-4.0
Runt-CBFb FRET,-1.2,0.4,-1.8,-1.1,1.3,1.0,0.4,0.2
RBBP9 inh,-4.6,10.7,-9.8,4.4,10.3,-9.1,-0.9,0.7
Runt-SMMHC FRET,-7.7,-2.8,-1.0,.,1.8,-3.0,-0.6,2.3
NPY1 pot ag,-12.4,-10.5,10.5,-10.2,-6.5,-34.0,7.3,-22.5
Hck-Nef inh,3.9,14.9,-1.7,21.7,-8.7,-0.1,20.7,13.1
NPY-Y2 PAM-ag,9.8,-9.8,19.3,-4.0,11.1,-12.0,4.1,-19.0

41) O=S(=O)(NCCn1ccc2ccccc21)c1ccccc1
42) O=S(=O)(Cc1ccc(Cl)cc1)NCc1cccnc1
43) COc1cccc(NC(=O)CSc2ccc3nnc(-c4ccncc4)n3n2)c1
44) CCN(CC)C(=O)n1cnc(-c2ccccc2)c1-c1ccccc1

assay / compound,41,42,43,44
p97 inhibitor,3.4,5.2,1.5,-2.6
NPY Y1 blocker,3.8,.,4.2,-2.6
Mdm2 ligase inh,-4.1,-11.8,-1.9,0.1
Runt-CBFb FRET,0.8,0.9,2.5,-3.5
RBBP9 inh,1.8,-11.6,5.7,-8.7
Runt-SMMHC FRET,-3.0,-8.6,-1.4,-0.6
NPY1 pot ag,-9.6,7.2,1.9,-10.5
Hck-Nef inh,4.0,6.1,-0.5,-0.7
NPY-Y2 PAM-ag,-7.5,-18.7,4.6,3.2
